PKM2 act: increases activity of human pyruvate kinase M2. Potency, µM (series often up to 57.5 µM), without a hit: at the top dose activation, most hits filed as activators. 0.34% of 260,000 active. purified PKM2, Kinase-Glo ATP luminescence, activation; response scale: 0% is enzyme alone, no compound; note: potency is the fitted concentration of half-maximal effect; % is set by controls: 0 for no effect and ±100 for the full control effect; nearly all actives have a fitted effect of over 55% in size
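Kinase-Glo luminescence reports ATP generated from ADP (0.1 mM) and PEP (0.5 mM) by purified hPK-M2 after 1 h at room temperature, pH 7.2 imidazole buffer; intermediate enzyme activity allows detecting inhibitors and activators.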
FLuc counter: counter-screen for miR-21 project: firefly luciferase inhibitors or activators | AID 588342 | Potency, µM (titrated, usually from 57.5 µM), inactives show at the top dose activity change, negative = inhibition, actives largely listed as inhibitors | P08659 | 6.9% of 360,000 active | purified FLuc, Km substrates, luminescence inhibition;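 note: potency is the fitted concentration of half-maximal effect; plate controls were vehicle for no effect and reference inhibitor for full effect; nearly all actives have a fitted effect of over 55% in size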
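Biochemical qHTS of compounds, final roughly 60 µM downward over six points, against 10 nM purified firefly luciferase using Km concentrations of substrates (10 uM D-luciferin, 10 uM ATP) in Tris acetate pH 7.5 buffer; luminescence output.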
RORg inh: ROR gamma (mouse) transcription inhibition; Potency, µM (titrated, usually from 53.6 µM), without a hit: at the highest dose activity change, negative = inhibition, usual class: inhibitors; 5.4% of 310,000 active; Drosophila S2 Gal4-RORgamma UAS-luciferase reporter, 20 h; note: potency is the fitted concentration of half-maximal effect; % is set by controls: 0 for no effect and ±100 for the full control effect; nearly all actives have a fitted effect of over 60% in size
Target sequence (P51450 whole entry, looked up, the tested form may be a part): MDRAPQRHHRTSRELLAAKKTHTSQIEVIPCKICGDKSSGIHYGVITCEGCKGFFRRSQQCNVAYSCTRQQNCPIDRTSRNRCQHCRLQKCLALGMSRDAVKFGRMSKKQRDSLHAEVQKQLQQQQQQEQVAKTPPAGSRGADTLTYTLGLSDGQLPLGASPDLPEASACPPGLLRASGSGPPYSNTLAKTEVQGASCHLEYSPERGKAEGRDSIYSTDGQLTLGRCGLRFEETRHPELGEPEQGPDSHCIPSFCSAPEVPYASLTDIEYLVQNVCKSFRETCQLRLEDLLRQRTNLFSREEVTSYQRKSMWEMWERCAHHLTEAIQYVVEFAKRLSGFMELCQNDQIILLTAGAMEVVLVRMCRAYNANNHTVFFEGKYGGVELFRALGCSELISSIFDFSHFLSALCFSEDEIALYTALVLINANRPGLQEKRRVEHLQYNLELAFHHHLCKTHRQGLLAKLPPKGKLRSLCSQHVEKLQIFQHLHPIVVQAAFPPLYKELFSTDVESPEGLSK
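Using a luciferase readout, inhibitors were identified by reduced reporter activity in Drosophila cells coexpressing a copper-inducible Gal4–ROR gamma fusion and UAS-driven Photinus luciferase, incubated 20 hr after 700 uM copper sulfate.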
NPC1 prom act: activators of NPC1 promoter; Huh7 NPC1 promoter luciferase reporter, 24 h; Potency, µM (titrated, usually from 9.22 µM), without a hit: top-dose activation, most hits filed as activators; 2.4% of 320,000 active; AID 485313;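 note: potency is the fitted concentration of half-maximal effect; % of control where 0% means no effect; nearly all actives have a fitted effect of over 60% in size; reporter is driven by a mutant NPC1 promoter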
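NPC1 promoter–luciferase Huh7 cells; 24 h compound; luminescence.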
KCNH2 3.1 block: inhibitors of human KCNH2 3.1 potassium channel isoform | U2OS KCNH2 3.1, thallium flux FluxOr; active compounds read low | activity change, % (tested at about 1.8 µM) | 0.95% of 340,000 active | AID 720553;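 active = maximum activity change below -70%; inconclusive = maximum activity change from -70% to -50%; inactive = maximum activity change above -50%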;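 note: thallium influx rate constant from kinetic fluorescence after stimulation buffer; % is set by controls: 0 for no effect and ±100 for the full control effect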
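Kinetic fluorescence (2 min after stimulation buffer) measures Tl+ influx through KCNH2 3.1 expressed by viral transduction in U2OS cells; the rate constant is normalized against DMSO controls serving as positive and negative references.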
Rab9 promoter act: activators of Rab9 promoter; Huh7 Rab9 promoter-luciferase reporter, luminescence, 24 h; 2.8% of 320,000 active; Potency, µM (doses to about 9.22 µM), inactives show top-dose activation, negative = inhibition, actives largely listed as activators; note: potency is the fitted concentration of half-maximal effect; % of control where 0% means no effect; nearly all actives have a fitted effect of over 60% in size
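Quantitative HTS format; Huh7 Rab9-luciferase reporter cells (1500/well) receive compound 2 h post-plating, incubate 24 h at 37 °C, then get luciferase reagent for 10 min before luminescence reading.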
Menin-MLL TR inh: menin-MLL binding inhibition, Texas Red mutant peptide | Menin + Texas Red MLL mutant peptide, fluorescence polarization | Potency, µM (doses to about 61.6 µM), for the others: at the top dose FP activity change, negative = inhibition, most hits filed as inhibitors | 0.23% of 270,000 active; active = well fitted inhibition curve with a large enough effect in the polarisation, with a control signal flat, not every such curve was filed as active; inconclusive = small, poorly fitted or top-dose-only effect, or effect the other way, or a change in a side signal; inactive = no such curve, though single readings can be large or run the other way; the % refers to the polarisation; note: potency is the fitted concentration of half-maximal effect; % of control where 0% means no effect; many of its hits are not listed in these tables
Target sequence (O00255 whole entry, looked up): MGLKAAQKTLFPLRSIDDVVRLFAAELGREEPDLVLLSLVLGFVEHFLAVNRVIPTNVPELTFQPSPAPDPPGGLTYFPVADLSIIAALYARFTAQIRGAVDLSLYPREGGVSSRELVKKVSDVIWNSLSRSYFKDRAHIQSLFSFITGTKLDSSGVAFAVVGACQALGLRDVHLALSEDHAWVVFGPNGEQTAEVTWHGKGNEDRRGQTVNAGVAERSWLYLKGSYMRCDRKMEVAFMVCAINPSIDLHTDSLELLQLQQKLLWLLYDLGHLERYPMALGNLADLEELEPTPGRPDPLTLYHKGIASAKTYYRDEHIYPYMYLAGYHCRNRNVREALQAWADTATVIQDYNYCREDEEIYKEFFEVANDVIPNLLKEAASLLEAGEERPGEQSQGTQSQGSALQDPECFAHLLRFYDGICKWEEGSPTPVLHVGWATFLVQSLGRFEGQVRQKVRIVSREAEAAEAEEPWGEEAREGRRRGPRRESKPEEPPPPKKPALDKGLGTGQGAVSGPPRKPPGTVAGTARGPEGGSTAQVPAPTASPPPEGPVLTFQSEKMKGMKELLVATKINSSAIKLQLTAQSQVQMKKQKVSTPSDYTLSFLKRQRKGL
VP16 counter: inhibits Gal4-VP16 luciferase reporter, ROR gamma counter-screen; Potency, µM (top dose mostly 53.6 µM), for inactives: top-dose activity, negative = inhibition, actives largely listed as inhibitors; Drosophila S2 Gal4-VP16 UAS-luciferase, luminescence, 20 h; 3.5% of 310,000 active;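 note: Gal4-VP16 expression switched on by copper sulfate through the metallothionein promoter; potency is the fitted concentration of half-maximal effect; % is set by controls: 0 for no effect and ±100 for the full control effect; nearly all actives have a fitted effect of over 50% in size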
MBNL1-CUG inh: inhibitors of human MBNL1 binding to CUG repeat RNA | TR-FRET MBNL1-His/biotin-(CUG)12 binding, 665/545 ratio | 0.036% of 280,000 active | Potency, µM (top dose mostly 57.5 µM), without a hit: top-dose activity change, negative = inhibition, usual class: inhibitors; active = well fitted inhibition curve with a large enough effect in the signal ratio, with a control signal flat, not every such curve was filed as active; inconclusive = small, poorly fitted or top-dose-only effect, or effect the other way, or a change in a side signal; inactive = no such curve, though single readings can be large or run the other way; the % refers to the signal ratio; note: potency is the fitted concentration of half-maximal effect; % is set by controls: 0 for no effect and ±100 for the full control effect
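His-tagged MBNL1 binding to biotinylated (CUG)12 RNA was measured by TR-FRET using terbium anti-His antibody (0.055 ng/ul final) and streptavidin-XL665 (5 nM final). Compounds were titrated 92 nM to 58 uM; 60 min at room temperature.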
Mito fusion yeast: inhibitors of mitochondrial division or activators of mitochondrial fusion | S. cerevisiae fusion-defective mutant growth rescue, CellTiterGlo 48 h | Potency, µM (doses to about 46.1 µM), inactives show at the top dose growth rescue (activation), hits mostly activators | 0.23% of 320,000 active;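 note: potency is the fitted concentration of half-maximal effect; % of control where 0% means no effect; nearly all actives have a fitted effect of over 45% in size; temperature-sensitive fusion mutants such as fzo1-1 at 37 °C on non-fermentable ethanol glycerol medium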
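Temperature-sensitive fusion-defective S. cerevisiae (e.g. fzo1-1, mgm1-5) were grown with compound in YPEG medium (3% ethanol, 3% glycerol) for 48 hours at 37C. Growth rescue was measured as viability by CellTiterGlo luminescence after 10 minutes at ambient.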
ELG1 repair inh: blocks ELG1-dependent DNA repair in HEK293T cells. Potency, µM (titrated, usually from 46.1 µM), without a hit: at the highest dose activity change, negative = inhibition, hits mostly inhibitors. HEK293T ELG1-luciferase reporter, luminescence, 16 h; DNA damage induced by 5-fluorouridine. 2.3% of 330,000 active. AID 504467; note: potency is the fitted concentration of half-maximal effect; % is set by controls: 0 for no effect and ±100 for the full control effect; nearly all actives have a fitted effect of over 55% in size
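Cells (2,000 per well) received 5-fluorouridine plus test compound or DMSO and were incubated 16 hr at 37 °C, 5% CO2. Luciferase activity was read by luminescence 30 min after ONE-Glo addition; signal suppression marked inhibition of damage-induced ELG1 function.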
Active calls of the source: *; ? = inconclusive; . = no result given; [ ] = dose if it differs, or a comment. Unless noted, calls come from the whole dose curve; as a rule, active = well fitted curve in the direction sought with a large enough effect; inconclusive = small, poorly fitted or top-dose-only effect, or another doubt; inactive = no such curve, though single readings can be large; an effect the other way counts as inactive or inconclusive.

SMILES	PKM2 act	FLuc counter	RORg inh	NPC1 prom act	KCNH2 3.1 block	Rab9 promoter act	Menin-MLL TR inh	VP16 counter	MBNL1-CUG inh	Mito fusion yeast	ELG1 repair inh
CCNC(=O)NC(=O)c1csc([N+](=O)[O-])c1	-6.7%	1.1%	-6.8%	1.5%	-17.9	2.3%	.	-1.4%	?	-4.6%	1.8%
COc1ccc(CCN2CCCC(CN(C)C(=O)c3ccoc3C)C2)cc1 (stereo not given)	3.9%	-16.2%	-0.5%	12.4%	.	18.4%	.	-8.9%	-11.1%	-2.4%	?
O=C(Cn1c(NCCO)nc2ccccc21)NCCc1ccccc1	?	2.1%	12.8%	0.3%	-4.4	?	?	-8.1%	3.3%	-3.0%	11.5%
Nc1ccccc1C(O)(Cc1ccccc1)c1ccccc1 (stereo not given)	.	0.0%	-2.4%	-5.1%	-5.4	1.7%	23.6%	0.5%	-3.2%	-5.8%	-0.8%
CC1(C(=O)N2CCC(CC3CC(c4cccc(Br)c4)=NO3)(C(=O)NCC3CCCCC3)CC2)CC1 (stereo not given)	-0.5%	6.8%	28.7%	-3.1%	.	4.3%	-1.2%	7.7%	-4.8%	-7.3%	?
CC(=O)N1N=C(c2cccc(NS(=O)(=O)c3ccc(C)cc3)c2)CC1c1ccco1 (stereo not given)	.	0.8%	27.6%	0.5%	19.6	2.3%	21.9%	1.1%	1.4%	2.0%	?
O=c1oc2cc(OCc3ccc(F)cc3F)ccc2cc1-c1ccc2ccccc2n1	0.5%	5.9%	-0.9%	-5.9%	.	-4.9%	-19.9%	-2.7%	-22.3%	8.5%	4.9%
CCN(c1ccccc1)S(=O)(=O)c1cccc(C(=O)N2CCN(S(=O)(=O)c3ccccc3)CC2)c1	-31.4%	2.2%	0.4%	-10.6%	26.9	-2.9%	.	-10.9%	1.8%	-1.5%	?
O=C(COc1ccc(C(=O)Nc2ccc(Cl)cc2)cc1)NCc1ccccc1	1.1%	-1.2%	-4.7%	5.8%	13.4	16.2%	?	-3.7%	.	-3.5%	?
CC(=O)CSc1nc2ccc(Nc3nc(N4CCOCC4)nc(N4CCOCC4)n3)cc2s1	10.5%	-0.2%	12.8%	-0.2%	-9.2	-7.2%	26.7%	-11.8%	-9.7%	?	?
CC(=O)NC(Cc1ccccc1C)C(=O)NC1CCN(C(=O)NCc2ccccc2)CC1 (stereo not given)	1.7%	0.6%	15.0%	-2.7%	-4.3	-3.2%	-12.5%	-4.5%	-5.4%	2.7%	16.6%
CCOC(=O)CCN	.	1.8%	.	-0.6%	-9.5	-1.4%	.	.	.	0.5%	9.9%
CCCc1cc(=O)oc2c(C)c(OCC(=O)N3CCC(C(N)=O)CC3)ccc12	0.8%	3.7%	2.0%	-0.1%	8.8	0.8%	-10.7%	4.3%	9.4%	-1.9%	?
O=C(NCCn1ccc2ccccc21)c1cccc([N+](=O)[O-])c1	1.9%	-3.5%	33.5%	1.3%	7.7	-8.5%	4.0%	-9.8%	?	7.0%	?
COc1cc(CNc2ccc3c(c2)CCC3)cc(OC)c1O	-2.6%	-13.1%	-39.7%	1.4%	-7.3	-4.5%	-5.1%	-6.6%[0.365 µM]	-10.3%	-3.9%	?
COc1cccc(Nc2nc(-c3cccnc3)cs2)c1	-8.0%	4.78µM*	.	?	-5.0	?	34.9%[activator]	.	9.9%	4.8%	?
C=C[C@@H]1c2ccccc2N(S(=O)(=O)c2ccc(C)cc2)[C@H](c2ccc(OC(C)=O)cc2)C1(C#N)C#N	.	1.5%	.	-4.7%	-8.5	-2.4%	.	.	.	?	-24.4%
COc1ccc(N2CCOCC2)c(NC(=O)c2ccc3c(c2)OCO3)c1	.	-15.3%	-17.7%	-2.3%	-7.2	-1.3%	-1.3%	-0.4%	-0.9%	9.2%	2.6%
O=C(O)c1ccc(-c2nc(-c3ccccc3Cl)cs2)cc1	-7.2%	16.9µM*	20.4%	?	20.1	?	14.8%	?	47.3%[activator]	30.0%	?
c1ccc2c(NC3CCCC3)nnc(NC3CCCC3)c2c1	3.0%	-0.8%	-0.7%	-3.5%	-81.9*	-11.4%	-16.5%	2.8%	1.1%	0.8%	-6.2%
O=C1C(Cl)=C(Nc2cccc(O)c2)C(=O)N1Cc1ccccc1	14.0%	-6.0%	?	-4.5%	-0.4	-14.7%	?	-8.0%	?	-11.8%	-8.2%
O=C(CCCc1nc2ccccc2s1)Nc1nccs1	?	?	-9.6%	0.9%	-1.9	-3.2%	-0.2%	-4.3%	1.9%	1.9%	-8.2%
CCOC(=O)c1nnn(CC(=O)N2N=C(c3ccc(Cl)cc3)CC2c2ccc(OC)cc2)c1C(=O)OCC (stereo not given)	-8.2%	-0.1%	5.2%	-0.5%	?	-0.6%	-1.2%	-6.1%	?	-16.3%	-10.0%
CC(=O)N1Cc2[nH]c3ccccc3c2CC1C(=O)O (stereo not given)	0.2%	1.2%	0.9%	-1.3%	-80.8*	0.0%	0.5%	0.8%	-1.2%	2.8%	9.7%
COc1ccccc1-c1cnn2c(NCCc3ccccc3)cc(C)nc12	.	10.7µM*	3.3%	15.4%	-26.5	19.2%	?	?	4.5%	24.6%	?
O=C(COc1ccc(Cl)cc1)N1CCCCCCC1	-0.4%[11.5 µM]	-16.0%	25.9%	16.9%	0.3	19.0%	-14.7%	4.0%	-8.8%	2.7%	7.1%
O=C(CN1CCN(S(=O)(=O)c2ccccc2)CC1)N1CCc2ccccc21	.	4.0%	.	-5.8%	-10.5	-6.0%	.	.	.	8.3%	-4.5%
CCOC(=O)c1ccc(NC(=O)C2(c3ccc(OC)cc3)CCOCC2)cc1	3.2%	-1.4%	3.0%	-3.7%	-0.2	0.2%	6.0%	-10.3%	-0.1%	2.7%	-12.7%
O=C(Nc1cccc(N=Cc2cc(Br)cc(Br)c2O)c1)c1ccco1	-0.4%	-0.4%	?	-1.8%	-9.5	-4.8%	?	-18.1%	12.8%	14.1%	5.9%
CS(=O)(=O)N(CC(=O)NCc1ccccc1Cl)Cc1ccccc1	3.8%	-0.9%	7.3%	-2.4%	0.0	-4.7%	12.0%	-2.5%	-5.8%	2.1%	-3.8%
CCC1(c2ccc(F)cc2)NC(=O)N(CC(=O)N2CCN(S(=O)(=O)c3ccc(C)cc3)CC2)C1=O (stereo not given)	.	4.3%	.	-0.4%	-1.1	-2.0%	.	.	.	-11.0%	-6.3%
O=C(Nc1ccccc1)OCCN1CCN(Cc2ccccc2)CCC1=O	-1.8%	-0.8%	3.3%	-0.2%	10.1	-8.3%	-4.5%	-6.3%	-5.0%	0.7%	-3.4%
CCc1ccccc1N(CC(=O)NCc1ccc(OC)cc1)C(=O)CCC(=O)Nc1ccccn1	.	0.7%	?	2.4%	2.2	4.0%	?	2.4%	0.5%	-2.2%	-1.1%
COc1ccccc1CN=Cc1[nH]c2ccc(Br)c(Cl)c2c1O	?	-6.8%	-100.8%	-27.2%	-4.8	8.9%	?	11.2µM*	5.0%	8.7%	7.7%
CC(=O)O[C@]1(C(C)=O)CC[C@H]2[C@@H]3C=C(C)C4=CC(=O)CC[C@@H]4[C@H]3CC[C@@]21C	.	2.3%	.	-0.4%	5.9	-0.8%	.	.	.	14.7%	1.8%
O=C(O)/C=C/C(=O)N1CCN(c2ccccc2F)CC1	4.6%	0.8%	-5.4%	-3.8%	6.2	-3.4%	4.4%	0.6%	-1.5%	-3.4%	2.1%
Cc1cccc(OCc2nnc(SCC(=O)N(C)C3CCCCC3)o2)c1	.	?	.	-2.3%	4.2	-7.8%	.	.	.	0.6%	1.4%
COC1=CCC2([N+](=O)[O-])CN(CCO)CC1([N+](=O)[O-])C2 (stereo not given)	-11.2%	-2.6%	2.2%	-15.4%	23.2	-4.5%	-0.7%	-6.5%	?	-7.2%	4.2%
Cc1cc(NC(=O)c2cc(C3CC3)on2)no1	-1.9%	?	-2.6%	?	0.3	?	4.4%	12.9%	-1.8%	-2.6%	?
O=C(c1ccco1)N1N=C(c2cccs2)CC1c1cc([N+](=O)[O-])ccc1O (stereo not given)	-6.9%	16.9µM*	1.5%	11.2%	4.2	-0.1%	.	26.0%	10.5%	5.3%	3.5%

A portion of the library; count on the stated rates, not on these rows.
